# Screens as filed in PubChem.
# mIAP act: increases mouse intestinal alkaline phosphatase activity. muIAP, CDP-Star luminescence, 30 min; active compounds read high; 1 = vehicle-only enzyme signal, 0 = enzyme-free wells. activation factor at 10 µM. hit rate 0.24% among 330,000;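 active = activation factor of at least 2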; note: the source names both 10 and 20 µM as test concentration; values of inactives mirror those of a sister screen read the other way
#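 System: Mouse IAP enzyme | Also added: CDP-Star substrate | Dosing: Compounds dispensed in DMSO | Schedule: 30 min enzyme-substrate-compound incubation at room temperature | Technique: Chemiluminescence readout | Control set: DMSO-only wells and no-enzyme negative control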
# hIAP inh: blocks human intestinal alkaline phosphatase; purified IAP, CDP-Star luminescence, 30 min; inhibition, % at 10 µM; hit rate 0.12% among 330,000;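 active = inhibition reaching a set limit with compound at 10 µM in the primary screen, cut at about 35% in these data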;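 note: plate controls were DMSO wells with enzyme for no effect and no-enzyme buffer wells for full effect; values of inactives mirror those of a sister screen read the other way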
# MIN6 prolif: inducers of beta-cell replication in MIN6 cells; MIN6 cells proliferation, ATPlite luminescence, 48 h; cells starved in 0.2% serum; 100% = growth in 10% serum; hit rate 0.29% among 330,000; AID 2380; proliferation, % at 10 µM;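 active = compounds whose signal lies at least 3.5 SD above the mean of all wells on their plate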;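 note: 0% = DMSO-treated cells in low-serum medium and 100% = 10% serum control; some compounds called inactive have numbers as strong as hits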
# A3A deaminase: human APOBEC3A DNA deaminase inhibition | P31941 | recombinant A3A, FAM/TAMRA ssDNA deamination fluorescence | inhibition, % at 20 µM | hit rate 0.41% among 330,000;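 active = at least 40% inhibition at 20 µM here, with at most 30% in a related deaminase screen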;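 note: plate controls were A3A with DMSO for no effect and wells lacking A3A enzyme for full effect; some results filed as inactive read as strong as hits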
# Target sequence (P31941 whole entry, looked up): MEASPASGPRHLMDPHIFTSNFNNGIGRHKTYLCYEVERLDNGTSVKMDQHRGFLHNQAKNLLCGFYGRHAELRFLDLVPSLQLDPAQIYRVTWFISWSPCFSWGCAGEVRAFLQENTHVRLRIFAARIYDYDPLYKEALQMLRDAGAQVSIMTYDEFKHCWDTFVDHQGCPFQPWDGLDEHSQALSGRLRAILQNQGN
# mIAP block: mouse IAP inhibition; purified mouse IAP, CDP-Star luminescence, 30 min; inhibition, % at 10 µM; hit rate 0.2% among 330,000;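 active = inhibition of at least 40% at 10 µM in the primary screen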;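 note: plate controls were DMSO with enzyme for no effect and no enzyme wells for full effect; values of inactives mirror those of a sister screen read the other way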
# tim10-1 inh: inhibits growth of tim10-1 mutant yeast. S. cerevisiae tim10-1 ts strain growth, BacTiter-Glo, 24 h. inhibition, % at 20 µM. hit rate 2.2% among 330,000;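 active = inhibition of at least 40%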;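 note: mutant grown at 25 °C; 0% = DMSO wells with yeast and 100% = wells holding no yeast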
# A3G deaminase: APOBEC3G (human) deaminase inhibition. recombinant A3G, ssDNA deamination FAM/TAMRA fluorescence. hit rate 0.28% among 330,000. AID 493012. inhibition, % at 20 µM;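 active = inhibition of at least 40% at 20 µM, with no more than 30% in the related APOBEC3A deaminase screen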;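 note: plate controls were DMSO wells with A3G for no effect and wells lacking A3G enzyme for full effect; some compounds called inactive have numbers as strong as hits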
# Target sequence (Q9HC16 whole entry, looked up): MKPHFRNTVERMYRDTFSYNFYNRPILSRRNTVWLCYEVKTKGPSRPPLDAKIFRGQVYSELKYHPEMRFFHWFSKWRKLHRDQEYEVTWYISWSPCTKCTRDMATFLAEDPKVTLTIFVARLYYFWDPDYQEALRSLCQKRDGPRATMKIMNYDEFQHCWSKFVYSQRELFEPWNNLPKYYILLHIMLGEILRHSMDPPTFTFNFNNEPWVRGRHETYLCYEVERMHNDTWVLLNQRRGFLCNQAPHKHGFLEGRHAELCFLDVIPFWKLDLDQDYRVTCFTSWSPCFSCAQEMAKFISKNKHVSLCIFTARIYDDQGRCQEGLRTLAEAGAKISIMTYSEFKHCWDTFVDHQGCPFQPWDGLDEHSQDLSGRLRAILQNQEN
# NLRP3 yeast inh: NALP3 inhibition in yeast. Yeast reconstituted NLRP3/ASC/caspase-1, beta-gal luminescence, 24 h. inhibition, % at 10 µM. hit rate 0.39% among 330,000;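 active = inhibition of 50% or more; inactive = inhibition below 50%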;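 note: plate controls were induced DMSO wells for no effect and uninduced yeast grown without galactose for full effect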
# TIM10 inh: growth inhibitors of TIM10 yeast strain. S. cerevisiae TIM10 strain growth, BacTiter-Glo luminescence, 24 h. inhibition, % at 10 µM. hit rate 1.4% among 330,000;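 active = inhibition of 40% or more at the single tested concentration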;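 note: wild-type TIM10 isogenic control strain grown at permissive 25 °C; 0% = DMSO yeast wells and 100% = minimal medium wells without yeast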
# * marks the source's active call; other numbers are inactive results.
# A first look:
SMILES,mIAP act,hIAP inh,MIN6 prolif,A3A deaminase,mIAP block,tim10-1 inh,A3G deaminase,NLRP3 yeast inh,TIM10 inh
CCN(Cc1ccc(OC)c(F)c1)C(=O)CCl,1.1,11,-5,-1,-12,9,-12,-8,9
CN1CCc2nc(NC(=O)c3cccc(OC(F)F)c3)sc2C1,0.97,-4,-2,-4,3,9,-2,8,-4
O=C(OCc1nnc(-c2ccc(Cl)cc2)o1)C12CC3CC(CC(O)(C3)C1)C2,1,5,1,-3,-1,3,-6,12,13

# The whole of this part, from the start:
SMILES,mIAP act,hIAP inh,MIN6 prolif,A3A deaminase,mIAP block,tim10-1 inh,A3G deaminase,NLRP3 yeast inh,TIM10 inh
CCN(Cc1ccc(OC)c(F)c1)C(=O)CCl,1.1,11,-5,-1,-12,9,-12,-8,9
CN1CCc2nc(NC(=O)c3cccc(OC(F)F)c3)sc2C1,0.97,-4,-2,-4,3,9,-2,8,-4
O=C(OCc1nnc(-c2ccc(Cl)cc2)o1)C12CC3CC(CC(O)(C3)C1)C2,1,5,1,-3,-1,3,-6,12,13
CCOC(=O)c1c(S(=O)(=O)NCC(=O)Nc2ccc(C)cc2)c(C)n(C)c1C,1,0,-1,-4,-2,19,-3,10,19
CN(C(=O)c1cccc(N2C(=O)C3CC=CCC3C2=O)c1)C1CCCCC1 (stereo not given),0.98,14,-1,-1,2,8,-2,2,-11
CC1CC(C)CN(C(=O)c2ccc(S(=O)(=O)N3CCCCC3)cc2)C1 (stereo not given),1.1,-16,-3,-3,-7,30,-2,6,11
Cc1c(C(=O)O)nn(-c2cccc(C(F)(F)F)c2)c(=O)c1C#N,1,12,-2,-7,-3,8,-8,6,1
CC1(C)C(=O)NCCN1C(=O)CC1C(=O)NCCN1CC(c1ccccc1)c1ccccc1 (stereo not given),1.1,-17,2,-1,-8,-12,-3,4,-5
N#CC1=C(N)OC2=C(C(=O)CCC2)[C@]12C(=O)N(CC(N)=O)c1ccccc12,0.98,-3,3,-3,2,5,-4,-3,6
C=C1CCC(C)C(C)(CCC2=CCOC2=O)C/C=C\C=C/1C(=O)O (stereo not given),0.9,3,-2,0,10,-5,-5,17,-7
O=C(NCC1CCCO1)c1ccc2[nH]c3c(c2c1)CCCC3 (stereo not given),1.1,20,-3,-1,-8,28,10,20,10
CCOC(=O)N1CCN(C(=O)CSCc2ccc(C)cc2)CC1,1.1,-6,0,4,-5,14,11,40,5
NC(=O)C1CCCN(C(=O)Nc2cccc3ccccc23)C1 (stereo not given),1,-2,1,-2,-4,-10,-3,20,0
CN(C)/C=C/C(=O)c1ccc(-n2cccc2)cc1,1,-7,-3,-3,0,11,-9,17,8
CCCN(CC1CCCO1)C(=O)c1cc(COc2cccc(OC)c2)on1 (stereo not given),0.96,-1,3,-2,4,10,-5,13,-13
CSc1nc(-c2ccccc2)nn1S(=O)(=O)c1ccccc1,1,-19,-1,-4,-4,1,-4,24,-5
O=C(CCSc1nc2cc(Cl)ccc2o1)N1CCOCC1,0.95,5,-1,-2,4,20,-6,4,10
CCC(C)Nc1nc(-c2ccccn2)nc2ccccc12 (stereo not given),0.87,-40,-7,-3,13,23,-6,27,14
Cc1nc2nc(-c3ccccc3)cn2nc1C,1.1,13,-3,1,-10,4,5,16,-15
O=C(CSc1ncn(-c2ccccc2)n1)Nc1ccc2c(c1)OCO2,1,6,-2,46*,-1,5,12,21,3
CSc1scc2c1-c1nc(SCC(=O)C(C)(C)C)ncc1CC2,0.9,-59,-3,0,10,31,-3,10,10
Cc1c(Cl)c(-c2n[nH]c(=S)n2Cc2ccco2)nn1C,0.95,16,-1,1,5,10,32,10,1
CCOC(=O)c1sc2nccc(N(C)C)c2c1N=CNOC,0.97,-19,1,-9,3,30,-7,17,-6
COc1ccccc1C(=O)N/N=C(\C)CC(=O)Nc1ccc2c(c1)OCCO2,1,12,0,-1,-3,-10,-7,20,10
CC(C)N(CCNC(=O)COc1ccc2oc3c(c2c1)CCCC3)C(C)C,0.99,-17,-5,-2,1,17,-6,6,7
CN1C(=O)/C(=C/c2cc(N=Nc3ccccc3)ccc2O)SC1=S,0.6,46*,-4,2,40*,51*,2,43,36
Clc1c(-c2ccccc2)nc2ccccn12,1,14,-1,-3,0,2,-7,25,97*
CCN(CC(=O)NCc1ccc(F)cc1)C(=O)c1ccc(C)o1,1.1,-24,0,-3,-9,15,-7,-1,-10
Cc1ccc(NC(=O)CCCc2ccccc2)nc1,0.88,-2,1,2,12,-1,-7,5,-22
COCCCN1C(=O)c2ccc(C(=O)Nc3ccccc3OC)cc2C1=O,1.1,15,1,12,-7,5,-6,6,7
O=C(Cc1cccc2ccccc12)NCCc1ccccc1,1.1,-6,-2,-2,-5,-1,-6,26,-19
O=c1cc(/C=C/c2ccccc2)oc2c1ccc1ccccc12,0.85,-10,0,3,15,23,-8,19,22
O=C(NCC(=O)N1CCN(C(=O)c2ccccc2)CC1)c1ccc(Cl)cc1Cl,0.92,2,1,2,8,-4,0,11,-12
CCNc1nc(NCC)n2c(SCC(=O)Nc3cccc(F)c3)nnc2n1,1.1,2,1,5,-5,0,-7,11,-2
COC(=O)[C@H](CCSC)NC(=O)Nc1cccc(Br)c1,0.98,14,-1,3,2,2,2,15,-12
COCCNC(=O)c1ccc2c(=O)n(Cc3ccco3)c(SCC(=O)Nc3ccc(OC)cc3OC)nc2c1,0.9,-12,3,-2,10,0,-4,21,1
COc1cc(OC)c(OC)cc1/C=N/NC(=S)NCCN1CCOCC1,0.99,-8,5,-3,1,19,-5,11,4
CCN(CC)CCN1C(=O)/C(=C\c2ccc(Cl)c([N+](=O)[O-])c2)SC1=Nc1ccc(OC)cc1,0.91,20,-4,-3,9,0,-11,39,41*
Cn1c(=O)c(=O)n(C)c2cc(S(=O)(=O)CCC(=O)N3CCOCC3)ccc21,0.98,1,-3,-1,2,13,-5,10,4
O=C(COC(=O)C1CCCCC1)Nc1cccc(F)c1,1.1,22,2,-4,-5,0,-5,11,-1
COc1cccc(-c2nnc(NC(=O)C(C)C)o2)c1,0.99,6,-2,1,1,-24,-4,14,-6
N#CCCN(Cc1cccnc1)S(=O)(=O)c1ccc(S(=O)(=O)N2CCCCCC2)cc1,1,12,-1,7,-4,-7,0,7,7
O=C(CC(NCCN1CCOCC1)C(=O)O)Nc1cccc(Cl)c1 (stereo not given),1,10,5,-1,0,9,-6,-9,6
COc1cccc(NC(=O)CSc2nnc(-c3ccoc3C)n2CC2CCCO2)c1 (stereo not given),0.93,-27,3,1,7,16,-2,4,-15
COc1ccc(CCn2c3c(c(=O)[nH]c2=O)C(NC(=O)c2cccs2)(C(F)(F)F)C(=O)N3)cc1OC (stereo not given),1,15,-2,-1,-4,11,-2,5,-23
O=C(N/N=C/c1ccc2cccnc2c1)c1nc2ccccc2c(=O)[nH]1,0.91,-167,1,9,9,-11,-1,10,-9
CCCCn1c(N)c(N(Cc2ccccc2OC)C(=O)c2c(CC)noc2C)c(=O)[nH]c1=O,0.94,-20,8,0,6,-8,-6,13,5
O=C(Nc1ccc2c(c1)OCO2)C1CCCN1C(=O)NCc1ccccc1 (stereo not given),1,17,3,-3,-2,2,-4,11,3
OC1CCCN(C(=S)Nc2ccc(SC(F)F)cc2)C1 (stereo not given),0.97,1,0,-6,3,20,-10,-14,-10
CC(Oc1ccccc1)C(=O)Nc1ccccc1O (stereo not given),1.1,4,-2,-3,-8,8,-7,15,-10
O=C1CC(NCc2ccccc2F)C(=O)N1c1ccccc1 (stereo not given),0.96,6,-2,3,4,15,0,18,-17
Cc1cc(Br)cnc1NC(=S)Nc1ccc(F)cc1F,0.76,1,-1,-4,24,21,-4,21,10
O=C(CNC(=O)c1ccc(-c2ccccc2)cc1)OCc1ccc(Cl)cc1,0.95,-9,-1,-3,5,8,16,15,-3
Cc1cc(OCC(=O)c2ccc(Br)cc2)ccc1N1C(=O)CCC1=O,1.1,10,-3,-4,-14,14,-4,11,4
CN=C(Nc1cccc(S(=O)(=O)N2CCOCC2)c1)c1ccccc1,1,4,-1,-3,-3,-18,-7,7,-16
COc1cc(S(=O)(=O)NC2CCCCC2)ccc1F,0.92,12,0,1,8,19,-5,23,2
CCCCNC(=O)c1cccc(NC(=O)C(=O)c2ccccc2NC(C)=O)c1,0.97,7,0,-3,3,19,-10,-10,0
CC(C)c1ccc(NC(=O)Cc2ccc(NC3=NC4CS(=O)(=O)CC4S3)cc2)cc1 (stereo not given),1.2,13,-3,-7,-16,4,-6,20,-2
COCCN(Cc1ccccc1)C(=O)Cc1ccc(S(=O)(=O)N2CCOCC2)s1,0.91,10,2,-5,10,19,-10,-3,18
Cc1c(C(=O)Nc2cccc(F)c2)cnn1-c1ccccc1,1.1,-1,-3,1,-6,-28,-2,55*,-3

# The listing continues:
SMILES,mIAP act,hIAP inh,MIN6 prolif,A3A deaminase,mIAP block,tim10-1 inh,A3G deaminase,NLRP3 yeast inh,TIM10 inh
CCCCN(C(=O)c1cc2c(s1)CCCCC2)c1c(N)n(CCC)c(=O)[nH]c1=O,0.95,-19,-2,-2,5,8,-6,9,-4
CN(C)CCCNc1cc(-c2ccccc2)nc2cc(-c3cccc(F)c3)nn12,1,0,-5,0,-2,32,-8,39,27
Cc1ccc(NCc2nnc(SCC(=O)Nc3ncc(C)s3)n2CC2CCCO2)c(C)c1 (stereo not given),1,-5,-3,-2,-2,12,-1,2,20
O=C(NCCNc1ccc([N+](=O)[O-])cc1Cl)c1ccccc1F,0.95,-2,-1,-9,5,-7,-7,36,-19
COc1cc(/C=C/C(=O)OCC(=O)N2CCc3ccccc3C2)ccc1O,0.98,4,-2,2,2,-2,-1,-8,17
Cc1cc(C(=O)N(C)CC(=O)Nc2ccc(Cl)c(C(F)(F)F)c2)no1,1.1,-2,-2,7,-10,21,-13,5,12
Nc1cccc(C(=O)O)c1,0.95,-9,-3,-3,5,1,-3,7,-3
COc1ccc(NC(=S)NN2CCOCC2)cc1OC,0.98,-2,-4,-1,2,-13,-2,-2,-10
CSc1ncccc1C(=O)NCCc1ccc(S(N)(=O)=O)cc1,1.1,4,-1,-3,-5,-17,-7,2,8
CCN(CC)S(=O)(=O)c1cccc(C(=O)NC(C(=O)Nc2nnc(C)s2)C(C)C)c1 (stereo not given),0.95,-7,-1,11,5,1,-6,28,4
Cc1nn(-c2ccccc2)c(C)c1/C=N/NC(=O)c1cc(O)cc(O)c1,0.99,19,-3,-1,1,-19,-6,3,2
Cc1cc(N2CCOCC2)nc(SCc2ccc(Cl)cc2Cl)n1,1.1,-10,-4,-3,-12,33,2,20,17
Cc1ccc(/C=N/N(C)C2=NS(=O)(=O)c3ccccc32)cc1,1.1,-24,0,-1,-13,1,-4,11,-15
COc1cc2c(cc1OC)C(C(C)C)=NC(C)(C)C2,1.1,3,0,10,-7,9,1,9,13
Cc1nc(/N=C(\N)NC(=O)NC2CCCCC2)nc2ccccc12,0.95,-14,-4,2,5,-12,-2,13,24
Fc1cccc(Cc2noc(CN3CCN(C4CCc5ccccc5C4)CC3)n2)c1 (stereo not given),0.95,1,1,0,5,16,-4,10,16

# Record cards (already shown). Values in the order: mIAP act, hIAP inh, MIN6 prolif, A3A deaminase, mIAP block, tim10-1 inh, A3G deaminase, NLRP3 yeast inh, TIM10 inh
# Record of `COc1cc(OC)c(OC)cc1/C=N/NC(=S)NCCN1CCOCC1` → 0.99, -8, 5, -3, 1, 19, -5, 11, 4
# Record of `CCCCN(C(=O)c1cc2c(s1)CCCCC2)c1c(N)n(CCC)c(=O)[nH]c1=O` → 0.95, -19, -2, -2, 5, 8, -6, 9, -4
